phage Ecoli inh = E. coli growth loss with phage present; growth absorbance; inhibition, % at 11.9 µM; actives 0.26% (n = 360,000); in the data active means inhibition above about 11%
AddAB inh = less growth of phage-infected E. coli with AddAB; E. coli expressing H. pylori AddAB, absorbance growth; inhibition, % at 11.9 µM; actives 0.29% (n = 330,000); in the data active means inhibition above about 12%;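 further: 0% = vehicle wells of infected cells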
CAL PDZ FP-1 = human CAL PDZ-peptide interaction inhibition | Q9HD26 | AID 504414 | purified CAL PDZ, TMR-peptide fluorescence polarization, 1 h | actives 0.02% (n = 330,000) | inhibition, % at 20 µM;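 active means highest replicate inhibition of at least 40%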;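 further: plate controls were DMSO neutral control wells for no effect and unlabeled competitor peptide control wells for full effect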
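System: purified tagged CAL PDZ domain construct (CerCALP). Schedule: 1 h incubation at room temperature before polarization reading. Medium: 25 mM sodium phosphate pH 7.4, 150 mM NaCl, TCEP, IgG, Thesit. Read-out: percent inhibition from loss of millipolarization. Measured by: FP readout, S and P plane fluorescence. Probe or stimulus: fluorescent TMR peptide probe.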
Tat export inh = inhibitors of E. coli Tat protein transport; E. coli MC4100 TorA-mCherry Tat export, fluorescence; inhibition, % at 10 µM; actives 0.036% (n = 340,000); AID 488895;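 active means mean replicate inhibition at least 50% and at least half of replicates individually reaching 50%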;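 further: exported cargo escapes ClpAP degradation while cytoplasmic cargo is degraded and loses fluorescence; 0% = median of neutral control wells and 100% = median of NaSCN control wells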
CAL PDZ FP-2 = inhibitors of human CAL PDZ peptide binding | actives 0.92% (n = 300,000) | Q9HD26 | inhibition, % at 24.9 µM | purified CAL PDZ, TMR-peptide fluorescence polarization, 1 h | AID 602252;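 active means mean inhibition of at least 30% with at least half of replicates also reaching 30%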;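 further: 0% = DMSO neutral control and 100% = excess unlabeled competitor peptide PRC23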
SR-BI uptake up = SR-BI HDL lipid transfer activation. actives 0.096% (n = 320,000). CHO ldlA[mSR-BI] cells, DiI-HDL uptake fluorescence, 3 h; 100 = double the neutral-control signal. activation, % at 12.5 µM;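 active means mean replicate activation of at least 60% and every replicate at or above 60%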;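 further: 0% = median plate neutral-control signal and 100% = twice that signal; values of inactives mirror those of a sister screen read the other way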
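Material: SR-BI-overexpressing, LDLR-lacking CHO cells; schedule: compound exposure 3 h, 37 °C; reagent: DiI-labelled HDL at 10 µg/mL final; technique: bottom-read fluorescence, 550/595 nm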
SR-BI HDL uptake = blocks mouse SR-BI lipid uptake from DiI-HDL; Q61009; actives 0.96% (n = 320,000); ldlA[mSR-BI] CHO cells, DiI-HDL uptake fluorescence, 3 h; AID 488896; inhibition, % at 12.5 µM;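 active means mean replicate inhibition of at least 70% and a set share of replicates each scoring 70 or more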;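 further: 0% = median of neutral control wells and 100% = median of positive control wells; values of inactives mirror those of a sister screen read the other way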
Target sequence (Q61009 whole entry, looked up): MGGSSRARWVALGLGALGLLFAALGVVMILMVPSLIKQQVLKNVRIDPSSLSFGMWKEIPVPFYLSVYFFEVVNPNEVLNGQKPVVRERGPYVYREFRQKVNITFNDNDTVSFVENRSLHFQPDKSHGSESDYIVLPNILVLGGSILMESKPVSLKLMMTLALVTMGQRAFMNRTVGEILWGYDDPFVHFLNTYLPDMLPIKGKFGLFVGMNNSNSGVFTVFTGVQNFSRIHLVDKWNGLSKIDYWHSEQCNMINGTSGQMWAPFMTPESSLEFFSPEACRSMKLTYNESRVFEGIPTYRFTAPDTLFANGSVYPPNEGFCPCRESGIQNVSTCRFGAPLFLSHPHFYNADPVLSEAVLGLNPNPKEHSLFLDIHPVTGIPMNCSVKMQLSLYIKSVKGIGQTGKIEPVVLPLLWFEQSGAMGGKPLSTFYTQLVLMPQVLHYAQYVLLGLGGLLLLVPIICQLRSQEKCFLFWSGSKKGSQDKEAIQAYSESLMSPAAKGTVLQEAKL
MITF TRPM1 HTS = increases MITF-driven TRPM1 promoter luciferase signal; SK-MEL-5 TRPM1-promoter luciferase, 24 h; % of positive control, neutral wells = 0; activation, % at 12.5 µM; actives 0.75% (n = 300,000);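 active means mean activation of at least 80% with every replicate also reaching 80%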;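 further: 0% = neutral control wells and 100% = parthenolide positive control wells; values of inactives mirror those of a sister screen read the other way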
Wnt bcat act = activates Wnt/beta-catenin signaling in a reporter cell assay. activation, % at 9.35 µM. activator, plate reader. actives 1.2% (n = 300,000). AID 743398; in the data active means activation above about 30%, passing the limit was not always enough;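 further: 0% = neutral control wells and 100% = positive control wells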
E coli growth = counter-screen for AddAB inhibitors: E. coli growth inhibition. E. coli V3065 growth, OD600 absorbance, 18 h. inhibition, % at 11.9 µM. actives 0.27% (n = 330,000). AID 449728;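 active means inhibition above the campaign's mean inhibition across all tested compounds plus 3 SD, cut at about 9.9% in these data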;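 further: uninfected addAB+ strain grown without phage in ampicillin broth; 0% = DMSO wells and 100% = ciprofloxacin 0.95 µg/ml wells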
Numbers without * were called inactive; . = no result given.

SMILES	phage Ecoli inh	AddAB inh	CAL PDZ FP-1	Tat export inh	CAL PDZ FP-2	SR-BI uptake up	SR-BI HDL uptake	MITF TRPM1 HTS	Wnt bcat act	E coli growth
CCc1nnc(NC(=O)C2CSC3(C)CCC(=O)N23)s1 (stereo not drawn)	3.8	-1.4	-0.9	-1.7	-2.6	17.2	-17.2	-5.6	-0.1	0.2
COc1ccc(-c2[nH]ncc2CN2CCCOc3c(cccc3OC)C2)c(OC)c1	5.2	-0.9	-1.2	1.0	-3.6	34.8	-34.8	12.6	5.0	-2.5
C/C(=N\NC(=O)c1nnn(-c2nonc2N)c1-c1ccc2c(c1)OCO2)c1cccs1	1.1	2.9	0.0	1.1	4.3	7.7	-7.7	2.7	-0.9	-0.6
COc1ccccc1NC(=S)N(Cc1ccco1)Cc1cc2cc(C)ccc2[nH]c1=O	2.8	1.9	-4.9	-5.4	-3.4	-3.3	3.3	-10.6	.	0.1
COc1ccc(Br)cc1C(=O)Nc1ccc(NC(=O)c2ccco2)cc1	3.3	3.5	-0.9	-0.2	5.5	-67.4	67.4	8.5	.	2.2
CCCCn1c(N)c(N(C)C(=O)c2ccccc2Oc2ccccc2)c(=O)[nH]c1=O	4.1	-0.1	-0.6	-8.4	-1.9	1.6	-1.6	-1.8	-5.4	0.3
CCCCOC(=O)N1CCOCCOCCOCCOCC1	3.0	1.0	1.7	-4.5	9.3	0.1	-0.1	8.2	-1.9	-0.2
Cc1ccc(N2CCN(CC(O)COc3cccc4ccccc34)CC2)cc1 (stereo not drawn)	-2.5	-1.8	-1.2	7.0	-0.3	15.3	-15.3	-3.3	0.8	-3.9
CC(=O)N1CCN=C1SCc1ccccc1	1.2	1.8	-3.0	4.0	1.5	.	.	2.1	-2.1	-2.7
O=C1C2C3C=CC(C3)C2C(=O)N1/N=C/c1cn(Cc2ccccc2)c2ccccc12 (stereo not drawn)	3.0	2.3	-0.7	0.2	.	3.9	-3.9	.	.	-1.5
Cc1cccc(NNC(=O)c2c(F)cccc2Cl)c1	-0.1	1.9	-1.1	6.9	-6.8	14.0	-14.0	1.3	-4.2	-1.6
CCN(CC)C(=O)c1cccc(NC(=O)CC23CC4CC(CC(C4)C2)C3)c1	0.9	4.8	-2.3	5.1	-3.3	-10.1	10.1	7.4	0.7	-0.1
COc1ccc2c(c1)cc(C(=O)N[C@@H](CCSC)C(=O)N1CCC(C(=O)O)CC1)n2C	1.0	-0.6	-0.9	8.9	-4.2	5.2	-5.2	-4.2	1.6	-1.1
Cc1csc(Nc2ccccc2)[n+]1C	4.9	2.7	-2.7	-25.7	-3.1	7.6	-7.6	28.8	11.1	-2.2
COC(=O)CCc1c(C)c(C(=O)c2ccc(F)cc2)c2ccccn12	4.1	3.6	.	-2.0	1.1	-5.7	5.7	3.5	4.6	2.3
Cc1cnc(NC(=O)C2COc3ccccc3O2)s1 (stereo not drawn)	2.3	-0.8	-0.3	0.0	-0.1	-4.1	4.1	-34.4	-4.9	-1.7
CCCCNC(=O)NC1(C(F)(F)F)Oc2ccccc2O1	3.1	2.2	-0.4	-13.5	0.4	1.7	-1.7	4.6	.	0.4
Cc1ccc(S(=O)(=O)Nc2cccc(C(=O)N3CCOCC3)c2)c(C)c1NS(C)(=O)=O	3.2	2.9	-1.7	-0.9	1.6	-13.2	13.2	12.8	1.6	-1.1
O=C(NCCN1C(=O)S/C(=C\c2cccnc2)C1=O)c1ccc([N+](=O)[O-])s1	0.4	-1.5	-1.3	3.7	-0.4	1.6	-1.6	-46.6	-2.1	-1.3
Cc1c(Cl)cccc1NC(=O)CN1CCN(CCO)CC1	3.0	2.3	0.1	-2.5	2.2	6.0	-6.0	-1.3	.	0.8
Cc1c(Cl)cccc1NC(=O)COC(=O)Cn1cnc2c1c(=O)n(C)c(=O)n2C	1.2	3.7	-0.8	1.0	2.1	16.4	-16.4	-2.9	-1.7	4.6
Cc1ccc(C2(C)NC(=O)N(CC(=O)Nc3cccnc3Cl)C2=O)cc1 (stereo not drawn)	2.8	-1.4	1.3	-6.9	.	7.0	-7.0	-11.6	-0.4	1.2
COc1ncccc1-c1nnn(-c2ccccc2)n1	2.7	3.9	-0.6	-5.1	-1.0	-8.4	8.4	.	53.3*	-1.6
O=C(Nc1cccc(Cl)c1)C1=Cc2cc(Cl)ccc2OC1	0.3	3.0	-0.8	-1.1	-2.0	-14.4	14.4	17.5	.	-0.9
NS(=O)(=O)OCCCc1ccccc1	2.8	3.4	-0.7	7.3	-3.0	25.5	-25.5	10.3	-1.1	0.2
CCc1cc(=O)oc2cc(C)cc(OC(C)C(=O)NCC(O)c3ccccc3)c12 (stereo not drawn)	2.7	-1.5	-0.5	-5.7	.	-26.5	26.5	-9.4	-1.6	-2.3
COc1ccc(-n2c(C)cc(C(=O)CN3CCCCC3)c2C)cc1	4.4	1.0	-8.0	1.0	4.9	10.4	-10.4	4.0	-0.6	0.4
CCOc1ncccc1C(=O)Nc1ccccc1C(=O)NCc1ccc2c(c1)OCO2	1.7	0.0	-1.0	-2.3	1.3	-27.5	27.4	7.0	-3.3	0.6
CCCCN(C(=O)c1ccc(OC(F)(F)F)cc1)c1c(N)n(CCC)c(=O)[nH]c1=O	4.4	3.9	-0.7	1.0	-14.5	10.9	-10.9	4.7	-0.1	0.2
CCOC(=O)CNC(=O)Cn1cnc2c(nnn2-c2ccccc2)c1=O	.	-0.5	0.4	-3.0	.	28.8	-28.8	4.4	.	-1.6
COc1ccccc1C(=O)NC(=O)COC(=O)c1ccco1	2.9	1.7	0.9	-13.7	1.4	-4.4	4.4	4.3	-1.7	0.2
O=C(Nc1ccc(Nc2ccccc2)cc1)c1ccco1	2.7	2.9	0.0	4.8	-0.2	-14.0	14.0	58.9	.	4.1
Cc1cccc(CSc2[nH]c(=O)ncc2C)c1	2.2	2.8	-4.3	-17.8	-1.7	18.0	-18.0	1.8	-1.2	-0.8
CCn1c(=O)c(C(=O)NCc2ccccc2)c(O)c2ccccc21	0.8	2.8	-1.2	0.6	-1.3	10.6	-10.6	1.8	0.2	1.5
COc1cccc(CNC(=O)c2cc3c(cc2Cl)N2CCCCCC2=NS3(=O)=O)c1	5.1	3.1	-1.7	0.7	-0.2	-10.9	10.9	-3.1	-0.2	3.4
Cc1c(Br)c([N+](=O)[O-])nn1CC(=O)N(C)Cc1ccccc1	1.8	-2.7	-0.2	4.6	.	6.2	-6.2	-2.5	-1.6	-0.3
Cn1c(=O)n(C)c2cc([N+](=O)[O-])c(N3CCN(CCO)CC3)cc21	3.0	-2.1	-1.0	3.1	.	18.2	-18.1	2.8	-0.1	1.0
O=C(O)CCCCCN1C(=O)C(O)=C(C(=O)/C=C/c2ccccc2)C1c1ccccc1[N+](=O)[O-] (stereo not drawn)	5.0	2.6	-0.4	2.3	3.6	10.7	-10.7	-24.8	.	-0.6
CC(NC(=O)c1cccc(S(=O)(=O)N2CCN(Cc3ccccc3)CC2)c1)c1ccccc1Cl (stereo not drawn)	0.0	.	-1.5	8.3	-0.3	1.8	-1.8	2.8	-2.1	.
COc1ccc(-c2noc(CCC(=O)N3CCN(c4cccc(OC)c4)CC3)n2)cc1	1.0	-0.4	1.2	-1.3	1.0	24.1	-24.1	-5.2	-1.5	-2.1
Cc1cccc(C(=O)Nc2ccc(S(=O)(=O)N3CCOCC3)cc2)c1[N+](=O)[O-]	3.3	4.8	-1.8	-5.6	.	3.4	-3.4	-1.7	-3.5	2.6
COc1ccccc1NC(=O)Cn1nc(-c2ccc3c(c2)OCCO3)ccc1=O	1.7	-0.5	-3.1	5.2	-1.7	2.3	-2.3	-0.5	-1.8	-2.2
CCn1ccc(C(=O)Nc2ccc3c(c2)CCC3)n1	.	1.0	-1.2	5.4	-1.7	9.7	-9.6	11.0	.	1.3
COc1ccc(C(=O)N/C(=C\c2cn(S(=O)(=O)N(C)C)c3ccccc23)C(=O)NC(C)C)cc1	1.5	-1.0	-1.1	-2.1	.	-2.2	2.2	4.7	-0.6	-2.0
Oc1ccc(-c2nnc(Nc3cccc(O)c3)c3ccccc23)cc1	3.8	-0.7	-3.9	-4.4	-3.3	-19.2	19.2	-11.1	-1.4	-0.2
O=C(Nc1nc2ccccc2n1CCN1CCCC1)c1ccc(Cl)cc1	0.9	-2.4	-1.6	-4.6	-2.9	-22.6	22.6	.	2.9	-3.1
CCOc1ccc2nc(NCCNC(=O)c3cc(OC)c(OC)c(OC)c3)c(C#N)cc2c1	1.8	-0.3	0.6	-1.9	-4.4	-37.0	37.0	0.3	0.6	-0.8
COc1ccc(/C=N/N=C2/NC(=O)C(c3ccccc3)(c3ccccc3)S2)cc1	2.0	1.3	1.1	-1.1	-3.6	24.6	-24.6	-7.5	-4.6	0.6
COc1ccc(CN2CCN(C(=O)CN3C(=O)C4C5C=CC(C5)C4C3=O)CC2)c(OC)c1OC (stereo not drawn)	-0.5	0.3	.	-13.3	-22.4	13.4	-13.4	-16.6	-3.9	1.5
CCOC(=O)[C@@H]1[C@H]2COc3ccccc3[C@H]2N2C(=O)N(c3cccc(F)c3)C(=O)[C@]12C	1.9	0.6	0.8	-5.4	-2.3	12.9	-12.8	1.4	-1.8	-0.6
O=C(CNC(=O)c1ccccn1)N/N=C/c1ccc2c(c1)OCO2	1.8	-0.2	-1.4	-3.1	-1.8	0.9	-0.9	17.3	6.4	0.9
O=C(NC1CCCCC1)C1CN(S(=O)(=O)c2ccccc2)CCN1S(=O)(=O)c1ccccc1 (stereo not drawn)	2.6	1.8	0.0	-2.1	.	-8.8	8.8	-0.4	.	-0.4

Entries of single compounds, quoted from the list. Order of values: phage Ecoli inh	AddAB inh	CAL PDZ FP-1	Tat export inh	CAL PDZ FP-2	SR-BI uptake up	SR-BI HDL uptake	MITF TRPM1 HTS	Wnt bcat act	E coli growth
Entry for `COC(=O)CCc1c(C)c(C(=O)c2ccc(F)cc2)c2ccccn12` : 4.1	3.6	.	-2.0	1.1	-5.7	5.7	3.5	4.6	2.3
Entry for `COc1ccc2c(c1)cc(C(=O)N[C@@H](CCSC)C(=O)N1CCC(C(=O)O)CC1)n2C` : 1.0	-0.6	-0.9	8.9	-4.2	5.2	-5.2	-4.2	1.6	-1.1
Entry for `O=C(Nc1ccc(Nc2ccccc2)cc1)c1ccco1` : 2.7	2.9	0.0	4.8	-0.2	-14.0	14.0	58.9	.	4.1
Entry for `CCn1ccc(C(=O)Nc2ccc3c(c2)CCC3)n1` : .	1.0	-1.2	5.4	-1.7	9.7	-9.6	11.0	.	1.3
Entry for `COc1ccc(-c2noc(CCC(=O)N3CCN(c4cccc(OC)c4)CC3)n2)cc1` : 1.0	-0.4	1.2	-1.3	1.0	24.1	-24.1	-5.2	-1.5	-2.1

An excerpt from above in order of the AddAB inh value, smallest number first.
SMILES	AddAB inh
CCCCn1c(N)c(N(C)C(=O)c2ccccc2Oc2ccccc2)c(=O)[nH]c1=O	-0.1
COc1cccc(CNC(=O)c2cc3c(cc2Cl)N2CCCCCC2=NS3(=O)=O)c1	3.1
CCN(CC)C(=O)c1cccc(NC(=O)CC23CC4CC(CC(C4)C2)C3)c1	4.8

Compounds were not picked by outcome, and some 3.6% of all compounds hit somewhere here.
